High-throughput results from PubChem BioAssay.
A350 autofl = compound fluoresces in the Alexa 350 spectral region; Compound autofluorescence, 340/450 nm, Alexa 350 dye-equivalents; active compounds read high; max dye-equivalent concentration, M; 11% of 59,000 active; AID 590; in the data active = max dye-equivalent concentration above about 10 nM; inconclusive = mostly about 1.1 nM to 9.6 nM
4-MU autofl = compounds fluorescent in 4-MU spectral region. compound autofluorescence, 340/450 nm, 4-MU equivalents; active compounds read high. 11% of 59,000 active. AID 589. max dye-equivalent concentration, M; in the data active = max dye-equivalent concentration above about 10 nM; inconclusive = mostly about 1.1 nM to 9.6 nM
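Intrinsic fluorescence at 340/450 nm (ex/em) was read after 15 min at room temperature in pH 8.0, 100 mM Tris. Each compound concentration expressed as 4-MU-equivalent concentration from a six-point 4-MU standard series on each plate.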
Caspase-7 inhib = allosteric or competitive inhibitors of human caspase-7; P55210; Potency, µM (highest dose often 57.5 µM), for the others: at the top dose activity change, negative = inhibition, usual class: inhibitors; AID 889; 0.02% of 75,000 active; recombinant caspase-7, Ac-DEVD-AFC fluorescence rate; active = well fitted inhibition curve with a large enough effect in the main read-out, with a control signal flat, not every such curve was filed as active; inconclusive = small, poorly fitted or top-dose-only effect, or a change in a side signal; note: potency is the fitted concentration of half-maximal effect; % of control where 0% means no effect
Target sequence (P55210 24-198 limits assumed): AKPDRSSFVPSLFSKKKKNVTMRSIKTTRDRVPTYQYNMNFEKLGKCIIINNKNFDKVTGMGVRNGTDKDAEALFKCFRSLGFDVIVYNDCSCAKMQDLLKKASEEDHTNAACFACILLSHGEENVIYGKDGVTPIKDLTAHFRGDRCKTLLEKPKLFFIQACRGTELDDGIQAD
Target sequence (P55210 207-303 limits assumed): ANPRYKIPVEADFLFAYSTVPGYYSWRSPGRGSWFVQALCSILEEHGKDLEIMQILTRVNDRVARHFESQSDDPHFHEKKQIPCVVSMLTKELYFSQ
TexasRed autofl = compounds fluorescent in Texas Red spectral region | Compound fluorescence, Texas Red channel, 547/618 nm; active compounds read high | max dye-equivalent concentration, M | 0.06% of 59,000 active; in the data active = max dye-equivalent concentration above about 10 nM; inconclusive = between about 1.1 nM and that limit
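Spectral interference profiling: each compound concentration's relative fluorescence, read with a 547 nm excitation and 618 nm emission filter pair, was normalized to a per-plate Texas Red standard curve.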
ERK AVP block = inhibitors of vasopressin-stimulated ERK signaling pathway; HEK293-V1b, vasopressin-stimulated pERK AlphaScreen; 0.99% of 72,000 active; Potency, µM (titrated, usually from 57.5 µM), inactives show at the top dose activity, negative = inhibition, usual class: inhibitors; note: potency is the fitted concentration of half-maximal effect; % is set by controls: 0 for no effect and ±100 for the full control effect; nearly all actives have a fitted effect of over 55% in size
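V1b-HEK293 cells; cpd 30 min 37C; 25 nM vasopressin 5 min; lyse 10 min; AlphaScreen beads 5 hr RT. Normalized to DMSO basal and 25 nM vasopressin; AC50 by Hill fit.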
Tau filament bind = tau filament binding; recombinant tau filaments, thioflavin S fluorescence, 15 h; filaments grown with octadecylsulfate alongside compound; Potency, µM (titrated, usually from 57.1 µM), for inactives: at the top dose activity change, negative = inhibition; 2% of 71,000 active;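 note: potency is the fitted concentration of half-maximal effect; % is set by controls: 0 for no effect and ±100 for the full control effect; actives lower thioflavin S fluorescence by blocking filaments or displacing dye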
Target sequence (P10636 whole entry, looked up): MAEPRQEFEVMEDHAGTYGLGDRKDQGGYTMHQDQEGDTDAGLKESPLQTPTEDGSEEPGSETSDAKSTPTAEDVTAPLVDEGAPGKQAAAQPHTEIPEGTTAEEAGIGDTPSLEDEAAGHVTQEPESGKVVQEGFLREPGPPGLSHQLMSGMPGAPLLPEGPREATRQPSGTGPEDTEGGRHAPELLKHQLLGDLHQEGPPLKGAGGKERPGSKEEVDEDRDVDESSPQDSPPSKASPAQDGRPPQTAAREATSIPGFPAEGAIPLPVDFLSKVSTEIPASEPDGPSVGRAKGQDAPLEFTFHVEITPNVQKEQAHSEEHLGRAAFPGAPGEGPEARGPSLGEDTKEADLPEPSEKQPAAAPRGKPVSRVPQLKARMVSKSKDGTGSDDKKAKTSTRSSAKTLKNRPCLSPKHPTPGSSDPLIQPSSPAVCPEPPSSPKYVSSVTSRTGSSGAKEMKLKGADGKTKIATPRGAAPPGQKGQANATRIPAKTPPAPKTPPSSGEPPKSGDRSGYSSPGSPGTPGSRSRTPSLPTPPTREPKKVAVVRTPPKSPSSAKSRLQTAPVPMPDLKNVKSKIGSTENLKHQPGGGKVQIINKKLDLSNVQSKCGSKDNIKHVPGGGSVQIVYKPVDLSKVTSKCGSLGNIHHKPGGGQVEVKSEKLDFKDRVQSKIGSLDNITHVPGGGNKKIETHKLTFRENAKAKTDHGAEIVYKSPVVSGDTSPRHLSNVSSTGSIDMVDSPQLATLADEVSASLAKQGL
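Tau 2 uM in ThS buffer dispensed; compound added; 60 uM ODS added (finals 1 uM tau, 30 uM ODS); 15 h 37 C; fluor ex450/em510.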
Fluorescein fluor = fluorescein region autofluorescence; Compound autofluorescence, 480/540 nm, fluorescein-equivalent; active compounds read high; max fluorescein-equivalent concentration, M; 0.91% of 59,000 active; AID 593; in the data active = max fluorescein-equivalent concentration above about 10 nM; inconclusive = between about 1.1 nM and that limit
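Compounds were pin-transferred into 100 mM Tris buffer, pH 8.0, and incubated 15 min at room temperature. Fluorescence was read at 480 nm excitation/540 nm emission. Signals were normalized to an on-plate six-point fluorescein standard curve as dye-equivalent concentration.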
HEK293 cAMP cs = raises cAMP in parental HEK293 cells, TSHR agonist counter-screen; 2.5% of 73,000 active; AID 938; Potency, µM (titrated, usually from 57.1 µM), inactives show at the highest dose activation, most hits filed as activators; parental HEK293 CNG cAMP sensor, membrane potential fluorescence; note: potency is the fitted concentration of half-maximal effect; % of control where 0% means no effect; nearly all actives have a fitted effect of over 55% in size
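Parental HEK 293 cells stably expressing a cAMP-gated CNG channel were loaded with membrane potential dye containing 100 uM RO 20-1724 for 60 min. Compound added for 30 min; depolarization read as fluorescence intensity at 590 nm.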
Caspase-1 inhib = allosteric or competitive inhibitors of human caspase-1; 0.03% of 75,000 active; AID 900; Caspase-1 enzyme, Ac-WEHD-AFC fluorogenic rate; P29466; Potency, µM (doses to about 57.5 µM), without a hit: at the top dose activity change, negative = inhibition, usual class: inhibitors;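 note: potency is the fitted concentration of half-maximal effect; plate controls were vehicle for no effect and no substrate for full effect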
Rhodamine fluor = compound autofluorescence in rhodamine spectral region. Rhodamine-region fluorescence, 547/598 nm, Tris buffer; active compounds read high. 0.05% of 59,000 active. max dye-equivalent concentration, M; in the data active = max dye-equivalent concentration above about 11 nM; inconclusive = between about 1.1 nM and that limit
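qHTS spectral profiling of compounds without any target or enzyme present, in pH 8.0 Tris buffer; plates were read after a 15-minute room-temperature incubation using the rhodamine-region filter set.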
Luciferase inh = firefly luciferase inhibition; P08659; purified firefly luciferase, luminescence, 8 min; Potency, µM (doses to about 57.1 µM), inactives show top-dose activity change, negative = inhibition, most hits filed as inhibitors; 2.2% of 72,000 active; AID 411; note: potency is the fitted concentration of half-maximal effect; % is set by controls: 0 for no effect and ±100 for the full control effect; nearly all actives have a fitted effect of over 40% in size
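Here, luciferase activity is measured as luminescence following an 8 min room-temperature reaction at 10 uM ATP, pH 7.2. Every library sample is titrated.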
Active calls of the source: *; i = inactive; ? = inconclusive; · = no result given; [ ] = remark or other dose. Unless noted, calls come from the whole dose curve; as a rule, active = well fitted curve in the direction sought with a large enough effect; inconclusive = small, poorly fitted or top-dose-only effect, or another doubt; inactive = no such curve, though single readings can be large; an effect the other way counts as inactive or inconclusive. These rows are one share of the data; count on the stated rates, not on these rows.

SMILES	A350 autofl	4-MU autofl	Caspase-7 inhib	TexasRed autofl	ERK AVP block	Tau filament bind	Fluorescein fluor	HEK293 cAMP cs	Caspase-1 inhib	Rhodamine fluor	Luciferase inh
O=C(O)CNC(=O)[C@H]1NC(C(F)(F)F)(C(F)(F)F)OC1(C(F)(F)F)C(F)(F)F	i	i	-3%[11.5 µM]	i	2%[11.5 µM]	12%[11.4 µM]	?	0%[11.4 µM]	1%[11.5 µM]	i	3%[11.4 µM]
Cc1cc(C)c2c(=O)c3c(oc2c1)C(=O)N(CCO)C3c1cccc(O)c1 (stereo not given)	?	i	1%	i	-8%	7%	i	0%	-1%	i	-1%
Cc1ccc(-c2nc(CS(=O)(=O)CC(=O)N3CC(C)CC(C)C3)c(C)o2)cc1 (stereo not given)	·	·	-3%	·	?	4%	·	32µM*	0%	·	2%
CC(=O)N1CCCc2cc(S(=O)(=O)N3CCc4ccccc4C3)ccc21	6.7e-08M*	6.1e-08M*	-2%	?	19%	11%	i	4%	1%	i	-2%
COc1ccc(NS(=O)(=O)c2ccc(Oc3ncccn3)cc2)cc1	i	i	1%	i	-11%	2%	i	?	1%	i	4%
CS(=O)(=O)N1CCN(c2ccccc2F)CC1	i	i	1%	i	-15%	-1%	i	10%	3%	i	1%
CCOC(=O)c1[nH]c(C)c(C(=O)NC(C)(C)C)c1C	i	i	1%	i	17%	14%	i	6%	3%	i	-1%
CCOc1ccc2[nH]c(=O)c(CN(CCO)C(c3nnnn3C3CCCCC3)C(C)C)cc2c1 (stereo not given)	9.5e-08M*	6.1e-08M*	-29%	?	9%	3%	i	?	?	i	-1%
O=C(c1c[nH]c2ccccc12)C(O)C(c1ccccc1)N1CCOCC1 (stereo not given)	?	?	0%	i	3%	1%	i	2%	-1%	i	0%
Cc1nc2c(C)cccn2c1/C(O)=C1\C(=O)C(=O)N(CCN2CCOCC2)C1c1ccncc1 (stereo not given)	i	i	-5%	i	-4%	30%	?	5%	-4%	i	0%
CCOC(=O)N1CCc2c(sc(NC(=O)c3ccc(S(=O)(=O)N4CCCC4)cc3)c2C#N)C1	·	·	1%	·	·	120%	·	?	-2%	·	3%
N#Cc1ccc2ccn(CC(=O)NCc3ccccc3)c2c1	i	i	-2%	i	-18%	2%	i	12%	-2%	i	-2%
Cc1cc(C)c2cc(C#N)c(SCC(=O)NCC3CCCO3)nc2c1 (stereo not given)	1.6e-08M*	1.6e-08M*	1%	i	11%	-13%	?	8%	1%	i	0%
Cc1occc1C(=O)NCc1ccccc1F	i	i	-3%	i	-8%	10%	?	?	-1%	i	0%
O=C(CC1CCCCC1)NCc1ccccn1	i	i	1%	i	-17%	5%	?	3%	1%	i	0%
c1cc(C2OCCN2CC2COC3(CCCC3)O2)ccn1 (stereo not given)	i	i	8%	i	11%	4%	?	3%	0%	i	-1%
COc1ccc(C(CC(=O)O)NC(C)=O)cc1OC (stereo not given)	i	i	0%	i	-8%	8%	i	-2%	1%	i	1%
COC(=O)CC1=C(C(=O)OC)C(c2ccncc2)C(C#N)=C(N)O1 (stereo not given)	?	i	·	i	·	·	i	·	·	i	-1%[25.5 µM]
COC(=O)C/C=C\[C@@H](C)[C@@H](/C=N\OCC[C@@H]1C=C[C@H](OC(C)=O)[C@H](COC(C)=O)O1)OC	·	·	1%[11.5 µM]	·	4%[11.5 µM]	·	·	7%[11.4 µM]	-4%[11.5 µM]	·	0%[11.4 µM]
COCC(C)NC(=O)C1CC(c2cccc(Br)c2)=NO1 (stereo not given)	i	i	-1%	?	-2%	3%	i	1%	0%	i	-1%
N#Cc1cccc(-c2nnc(SCc3ccccc3C#N)o2)c1	i	i	-2%	i	-28%	-1%	i	3%	1%	i	1%
COc1ccc2sc(N3C(=O)C4CC=C(C)CC4C3=O)nc2c1 (stereo not given)	2.1e-08M*	2.7e-08M*	-3%	i	-10%	-7%	i	?	1%	i	-20%
CCc1c(C(=O)NC2CCCC2)csc1C	i	i	-2%	i	4%	0%	i	24%	0%	i	0%
Cc1cccc(C)c1OCC(O)CNS(=O)(=O)c1ccccc1C(=O)N1CCOCC1 (stereo not given)	i	i	·	i	·	·	i	·	·	i	4%[25.5 µM]
CC(OC(=O)c1cccs1)C(=O)NCc1ccco1 (stereo not given)	i	i	2%	i	-15%	-4%	i	5%	0%	i	4%
COC(=O)CN1C2(C#N)CCCCC2CC2CCCCC21C#N (stereo not given)	i	i	·	i	·	·	i	·	·	i	2%[25.5 µM]
Cc1ccc(N2CCN(c3ccc(C)cc3)C2c2ccccn2)cc1	i	i	1%	i	17%	-30%	i	-4%	0%	i	-11%
COc1ccc(NC(=O)CS(=O)CC(=O)Nc2cc(Cl)ccc2OC)cc1 (stereo not given)	i	i	-2%	i	6%	8%	i	-9%	-1%	i	3%
c1ccc(CSCc2cn3ccsc3n2)cc1	i	i	7%	i	-3%	2%	i	?	-1%	i	-4%
O=C(c1ccc(-c2ccccc2)cc1)N1CCN(C(=O)c2ccco2)CC1	·	·	0%	·	13%	21%	·	26%	-5%	·	1%
O=C(NCc1ccc2c(c1)OCO2)c1cccc2c1C(=O)N(C1CCCCC1)C2	·	·	-2%	·	-7%	72%	·	9%	-1%	·	3%
CCCc1n[nH]c2c1C(=O)CC(C)(C)C2	·	·	1%	·	-9%	4%	·	-2%	-1%	·	-3%
CC(C)Nc1nc(NC(C)C)nc(N(C)C(N)=O)n1	i	i	0%	i	-25%	17%	i	2%	1%	i	0%
C[C@@H]1CCCN(C[C@@H](O)CN2CCCc3ccccc32)C1	i	i	0%[11.5 µM]	i	-18%[11.5 µM]	0%[11.4 µM]	?	20%[11.4 µM]	-6%[11.5 µM]	i	5%[11.4 µM]
O=C(c1ccc(F)cc1)c1cn[nH]c1-c1ccccc1O	?	i	2%	i	-13%	-5%	i	-14%	-1%	i	3%
COc1ccc(C2OC(=O)CC2C(=O)NC(C)C)cc1 (stereo not given)	i	i	1%	i	12%	9%	i	8%	-3%	i	0%
CCOc1ccc(N2C(=O)CC(NCCc3ccncc3)C2=O)cc1 (stereo not given)	i	i	1%	?	-20%	-2%	?	3%	-1%	i	-1%
COC(=O)Cc1[nH]nc2c1C1(C(=O)N(Cc3ccc(Cl)cc3)c3ccccc31)C(C#N)=C(N)O2 (stereo not given)	i	i	0%	i	-11%	5%	i	-5%	-1%	i	1%
Cc1ccc(CC(NC(=O)c2ccccc2)C(=O)N2CCCC2C(=O)O)cc1 (stereo not given)	i	i	0%	i	4%	0%	i	-41%[inhibitor]	0%	i	0%
Nc1ccc(N2C(=O)c3ccccc3C2=O)c(Cl)c1	i	i	1%	i	0%	6%	i	-2%	1%	i	-2%
CC(C)(Oc1ccc(Cl)cc1)C(=O)N1CCN(c2ccccn2)CC1	·	·	-7%	·	1%	-7%	·	?	-4%	·	3%
O=C(Cn1cnc2c(cnn2-c2ccc(Cl)cc2)c1=O)NC1CCCCC1	·	·	-1%	·	·	61%	·	23%	-1%	·	-1%
CCOC(=O)c1c(C)oc2ccc(OC(=O)N3CCOCC3)cc12	i	i	3%	i	-8%	-2%	i	1%	-3%	i	1%
COc1ccc2c(c1OC)C(=O)N(c1ccc3c(c1)CCC3)C2=O	?	i	-1%	i	?	-3%	?	1%	0%	i	1%
COc1ccc(NC(=O)N2CCCC(c3nc(-c4ccc(C(C)C)cc4)no3)C2)cc1 (stereo not given)	i	i	0%	?	9%	-4%	?	16%	0%	i	-27%
CCOC(=O)C1=C(C)NC(c2ccccc2)=C(C(=O)OCc2ccc([N+](=O)[O-])cc2)[C@@H]1C#Cc1ccccc1	·	·	-2%	·	?	?	·	-1%	-2%	·	2%
OC(COC1CCCCC1)CN1CCN(c2ccccc2)CC1 (stereo not given)	i	i	1%	i	-13%	-11%	i	3%	1%	i	5%
COc1ccc(NC(=O)CSc2nc(O)c(Cc3ccccc3)c(=O)[nH]2)cc1	·	·	-4%	·	-23%	-4%	·	-5%	1%	·	3%
C=CCc1ccccc1OCC(O)CN1CCN(c2ccc(C)cc2)CC1 (stereo not given)	i	i	-3%	?	?	29%	i	5%	-9%	i	1%
O=C(COC(=O)C1COc2ccccc2O1)NC(=O)NC1CCCC1 (stereo not given)	i	i	0%	i	26%	0%	i	-15%	0%	i	-1%
CS(=O)(=O)N1CCCC(C(=O)NCCN2CCC(Cc3ccccc3)CC2)C1 (stereo not given)	i	i	1%	?	-2%	5%	i	3%	1%	i	-1%

Some of the entries so far, as a markdown table:
| structure | A350 autofl | 4-MU autofl | Caspase-7 inhib | TexasRed autofl | ERK AVP block | Tau filament bind | Fluorescein fluor | HEK293 cAMP cs | Caspase-1 inhib | Rhodamine fluor | Luciferase inh |
| --- | --- | --- | --- | --- | --- | --- | --- | --- | --- | --- | --- |
| O=C(Cn1cnc2c(cnn2-c2ccc(Cl)cc2)c1=O)NC1CCCCC1 | · | · | -1% | · | · | 61% | · | 23% | -1% | · | -1% |
| COc1ccc(NC(=O)N2CCCC(c3nc(-c4ccc(C(C)C)cc4)no3)C2)cc1 (stereo not given) | i | i | 0% | ? | 9% | -4% | ? | 16% | 0% | i | -27% |
| COc1ccc(NC(=O)CSc2nc(O)c(Cc3ccccc3)c(=O)[nH]2)cc1 | · | · | -4% | · | -23% | -4% | · | -5% | 1% | · | 3% |
| OC(COC1CCCCC1)CN1CCN(c2ccccc2)CC1 (stereo not given) | i | i | 1% | i | -13% | -11% | i | 3% | 1% | i | 5% |
| CC(C)(Oc1ccc(Cl)cc1)C(=O)N1CCN(c2ccccn2)CC1 | · | · | -7% | · | 1% | -7% | · | ? | -4% | · | 3% |
